From PubChem
Cneo AK release: causes C. neoformans cell lysis. adenylate kinase release luminescence, 4 h; normalised: neutral wells 0, clomiphene wells 100. lysis activity, % at 15 µM. 0.2% of 360,000 active;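 active = mean lysis activity across replicates of at least 80%, whatever share of replicates individually reach that level; inactive = mean lysis activity below 80%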
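Assay system: C. neoformans cells. Amount: yeast cell density of 5 × 10^6 cells/mL. Technique: AK luminescence. Buffer or medium: YPD. Times: static 4 h at 37 °C with compound, 1 h detection. Dosing: single-point compound dose. Read-out: lysis from increased AK signal.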
PglD inh: blocks C. jejuni PglD acetyltransferase activity; 0.098% of 360,000 active; inhibition, % at 12.5 µM; purified PglD enzyme, DTNB colorimetric CoA detection; in the data active = inhibition above about 16%, passing the limit was not always enough; inconclusive = no clear call, values can overlap the other calls; also: strong numbers were not always called active
GSIS activator: GLuc luminescence reporter in INS-1E cells, primary screen for activators of glucose-dependent secretion of insulin; 0.61% of 370,000 active; activation, % at 16.6 µM; INS-1E GLuc reporter insulin secretion, 2-3 h;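 active = lowest replicate activation of at least 40%, so every replicate reaches that level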;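 also: 0% = median of neutral control wells and 100% = median of IBMX positive control wells; some compounds called inactive have numbers as strong as hits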
F508del corr: CFTR F508del correction in bronchial cells. 0.36% of 350,000 active. activity (quench increase), % at 7.58 µM. CFBE cells, YFP halide quenching; stimulated with forskolin plus potentiator P3; % fluorescence drop versus neutral controls;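 active = mean added fluorescence quench of at least 8% versus neutral control, with both replicates also reaching 8%; inconclusive = only one of the mean or replicate conditions met; inactive = mean below 8% and not both replicates reaching 8%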;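 also: cells transiently co-express mutant CFTR-F508del with the halide-sensitive YFP; corrector assay measuring rescue of mutant channel to the surface after 24 h compound exposure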
FN deposit inh: fibronectin deposition inhibition; AH1F fibroblasts, Alexa488-fibronectin deposition fluorescence, overnight; inhibition, % at 12.6 µM; 0.086% of 350,000 active; AID 743247;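 active = mean inhibition across replicates of 30% or more, regardless of how many single replicates reach that level; inconclusive = mean under 30% yet at least half of replicates reach 30%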;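 also: positive control wells lacked labelled fibronectin entirely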
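Assay system: AH1F fibroblasts assembling fluorescent fibronectin matrix; Amount: 10000 AH1F cells per well; Buffer or medium: DMEM, 2% serum; Probe or stimulus: Alexa488-fibronectin, 24 nM final in well; Doses: single compound dose, delivered by pin transfer; Incubation: 1 h adhesion, overnight exposure; Measured by: fluorescence 485/525 nm; Read-out: fibronectin deposition inhibition.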
miR-122 sensor: blocks miR-122 activity in Huh7 sensor cells. Huh7 miR-122 Renilla luciferase sensor, 48 h; neutral wells = 0, positive control = 100. activation (reporter increase), % at 12.5 µM. 0.3% of 340,000 active;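 active = mean replicate activation score at least 90 and every replicate individually at or above 90; inconclusive = only one of the two criteria met; inactive = neither criterion met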;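 also: higher luciferase means less miR-122 activity so hits act as miR-122 inhibitors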
PGC1a acetyl inh: PGC1a acetylation modulation, inhibitor mode; U2OS PGC1a acetylation, AlphaScreen anti-acetyl-lysine; with virally co-expressed GCN5 acetyltransferase; inhibition, % at 15.6 µM; 0.17% of 350,000 active; AID 651687;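 active = every replicate shows inhibition of at least 40%; inconclusive = mean inhibition at least 40% but some replicate below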;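 also: 0% = neutral control wells and 100% = positive control wells; some results beyond the cut were filed as inactive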
Statin myotox sup: suppressors of simvastatin-induced myotoxicity in C2C12 myotubes; ATP luminescence, 48 h; scaled: DMSO 0, geranylgeraniol control 100; rescue of ATP level, % at 7.49 µM; 0.78% of 330,000 active;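 active = mean ATP rescue above about 67%, or every replicate alone reaching that limit, limit read from the data, passing the limit was not always enough; inconclusive = no clear call, values can overlap the other calls; inactive = mean under the limit and some replicate under it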;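 also: myotubes were challenged with 10 µM simvastatin during compound exposure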
Starred values were filed as active, the others as inactive; ? = inconclusive; / = no result given; [ ] = another dose, or the depositor's remark.

SMILES	Cneo AK release	PglD inh	GSIS activator	F508del corr	FN deposit inh	miR-122 sensor	PGC1a acetyl inh	Statin myotox sup
CN1CCN(C(=O)C[C@@H]2CC[C@@H]3[C@@H](COc4ccc(NC(=O)C5CCC5)cc4C(=O)N3C)O2)CC1	/	/	13	-3.1	4	/	1	/
COc1ccc(CCNC(=O)CN(C2CCCCC2)S(C)(=O)=O)cc1	-2	4	/	/	/	0	-5	/
CC1(C)CN(c2cccc(C#N)c2)C1=O	/	/	1	-1.2	13	/	-5	/
COc1cc(C2c3cc4c(cc3OC(N3CCCC3)C2C)OCO4)cc(OC)c1O (stereo unspecified)	/	/	12	-4.9	-1	1	-10	/
C(=N\n1cnnc1)/c1ccc2c(c1)OCO2	3	0	/	/	2	0	6	3
COc1ccc(S(=O)(=O)N(C)C[C@@H]2Oc3ncc(C#CC4(O)CCCC4)cc3C(=O)N([C@H](C)CO)C[C@@H]2C)cc1	5	9	-5	1.6	/	7[16.7 µM]	0	7
OC(c1ccccc1)(C1CCCCC1)C(CN1CCOCC1)c1ccccc1 (stereo unspecified)	2	-6	27	-0.8	-2	-7	-57	33
Cn1c(=O)c(C(=O)CSc2nnc(Nc3ccccc3)s2)c(N)n(Cc2ccccc2)c1=O	13	-1	/	/	/	-5	-3	/
C[C@@H](NC(=O)C[C@H]1C=C[C@H](NC(=O)CN2CCOCC2)[C@H](CO)O1)c1ccccc1	18	-3	1	6.0	-33	/	8	-13
CN(C)C(=O)c1ccc(-c2ccc([C@H]3[C@@H](CO)N4CCCCN(CC5CC5)C[C@H]34)cc2)cc1	-1	3	1	-3.0	/	4[16.7 µM]	2	12
COc1cccc(C(C)(O)c2nc(-c3cc4ccccc4o3)cs2)c1 (stereo unspecified)	-7	1	-22	2.9	/	-6	-6	-9
CCC(C)Sc1ccc([C@H]2N[C@@](CC(C)C)(C(=O)OC)[C@H]3C(=O)N(C)C(=O)[C@@H]23)cc1 (stereo partly specified)	8	-6	0	-2.2	-1	-10	-3	-1
O=C(c1ccc(Cl)c(Cl)c1)N1CCCC1	1	-2	/	/	1	5	10	15
O=C(NCc1ccccc1)N(Cc1cc2cc3c(cc2[nH]c1=O)OCO3)CC1CCCO1 (stereo unspecified)	0	6	-13	/	/	2	6	-12
O=C(Nc1ccc(Cl)c(C(F)(F)F)c1)NC1CC2CCCC(C1)N2C1CC1 (stereo unspecified)	-1	0	-17	/	/	-9	3	-3
COc1cc2c(cc1OC)C(c1ccccc1C(F)(F)F)CC(=O)N2 (stereo unspecified)	-2	-7	0	-0.5	3	-2	-4	-3
CCOC(=O)c1[nH]nc2c1C(=O)N(Cc1ccccc1)C2=O	3	0	-34	/	/	5	6	8
CCN(CCn1cccn1)C(=O)CC1C(=O)NCCN1Cc1ccc(OC)c(OC)c1 (stereo unspecified)	-1	4	-13	-0.4	-2	-1	/	-2
COCCNC(=O)C(c1ccc(C)o1)N(C(=O)C(=O)NC1CCCCC1)c1ccc(F)cc1 (stereo unspecified)	1	1	3	-1.7	/	4	2	8
CCOC(=O)c1c(NC(=O)CN2CCN(C(=O)c3ccco3)CC2)sc2c1CCCC2	1	0	-3	/	/	-3	0	2
CC(C)NC(=O)N1C[C@@H]2[C@H](c3ccccc31)[C@H](CO)N2Cc1ccccc1	-4	-3	5	2.0	/	-37[16.7 µM]	0	-12
O=C(C[C@H]1CC[C@H]2NC[C@H](O)COC[C@@H]2O1)NCCN1CCCC1	/	/	9	0.0	5	/	-3	/
CCN(CC)S(=O)(=O)c1cc(-c2nnc(-c3ccc(Br)cc3)o2)ccc1Cl	-1	8	/	/	/	0	3	-34
C[C@H]1CN([C@@H](C)CO)C(=O)c2cc(NS(=O)(=O)c3cn(C)cn3)ccc2O[C@H]1CN(C)S(=O)(=O)c1cn(C)cn1	/	/	22	-0.3	/	12[16.7 µM]	6	-24
N#C[C@@H]1[C@H](c2ccccc2/C=C/c2ccccc2)[C@H](CO)N1S(=O)(=O)c1ccc(F)cc1	/	/	1	-0.5	-6	/	-6	/
CC1CCCC(NCC(O)COC(c2ccc(F)cc2)c2ccc(F)cc2)C1C (stereo unspecified)	9	-1	5	-4.8	-5	-5	-20	-8
C[C@H]1CN([C@@H](C)CO)S(=O)(=O)c2ccc(C3=CCCCC3)cc2O[C@@H]1CN(C)C(=O)Cc1ccccc1	-1	-4	-33	1.0	-24	14[16.7 µM]	0	-34
CCN(CC(=O)NCc1ccc(F)cc1)C(=O)/C=C/c1ccc(OC)c(S(=O)(=O)NC(C)C)c1	3	0	-11	1.4	-14	/	/	-45
O=C(CCSCc1ccccc1Cl)NC1CCCCC1	/	/	-24	2.1	2	/	6	/
O=S(=O)(c1ccc(Cl)s1)N1CCN(Cc2ccccc2)CC1	-2	-9	12	/	/	0	-2	-5
CCOC(=O)C1CCCN(C(=O)C2CCN(Cc3nc(-c4ccc(Cl)cc4)oc3C)CC2)C1 (stereo unspecified)	/	/	-37	-0.5	1	-10	7	1
O=C(CCCN1CCOC(c2ccccc2)C1)c1ccc(F)cc1 (stereo unspecified)	1	-6	/	0.3	-1	-6	-9	9
COc1ccc(-c2coc3c(C(=O)NCCc4ccccc4)cccc23)c(C)c1	-1	-2	/	0.5	-11	-4	-8	6
Cc1ccc(NC(=O)NC2(C(=O)NCc3ccco3)CCCCC2)cc1	1	5	/	/	4	12	-6	19
Cc1ccc(NC(=O)C2CCN(C(=O)c3ccccc3C)CC2)cc1	/	/	5	-0.8	14	23	19	-16
COCC(=O)N1[C@H](CO)[C@@H](c2ccc(C#Cc3ccccc3F)cc2)[C@@H]1C#N	0	0	-11	-3.3	6	/	2	5
O=C(Nc1ccccc1C(F)(F)F)C1CCCC1	-1	-3	13	-0.8	3	-8	/	-1
CC(CNS(=O)(=O)c1ccc(Cl)cc1)n1cncn1 (stereo unspecified)	0	0	12	-0.3	4	/	/	4
C[C@@H]1CN([C@@H](C)CO)C(=O)c2cccc(NS(=O)(=O)c3ccc(Cl)cc3)c2O[C@@H]1CN(C)C(=O)Nc1cccc2ccccc12	2	2	/	-4.6	/	-7[16.7 µM]	0	/
O=C(c1cc(-c2cccc(Cl)c2)on1)N1CCOCC1	-12	3	14	-0.2	-1	/	/	-3
O=C(Nc1scc(-c2ccccc2)c1C(=O)O)c1ccccc1Cl	-1	-1	7	-0.4	7	/	7	2
COC(=O)[C@H](Cc1ccccc1)N1CC(C)(OC)O[C@@H](Cc2ccccc2)[C@H]1/C=C/C1CC1 (stereo partly specified)	0	3	/	-0.2	/	/	-12	/
N#Cc1cccc(NC(=O)c2nc(-c3ccccc3)n(-c3ccccc3)n2)c1	3	-22	/	/	14	-2	0	-14
C#CCOCCOCCOCCNc1nc(N2CCN(C(=O)[C@H]([C@@H](C)CC)n3cc(CCCCN)nn3)CC2)nc(N2CCN(C(=O)[C@H]([C@@H](C)CC)n3cc(CCCN=C(N)N)nn3)CC2)n1	-5	-3	33	0.9	2	-5	-3	2
COc1cc([C@@H]2CC=C(C(=O)O)[C@H](c3ccccc3)N2S(=O)(=O)c2ccc(C)cc2)cc(OC)c1OC	14	3	3	-3.5	-7	/	/	9

Overlap with the part before: 3 entries, then new ones.
SMILES	Cneo AK release	PglD inh	GSIS activator	F508del corr	FN deposit inh	miR-122 sensor	PGC1a acetyl inh	Statin myotox sup
N#Cc1cccc(NC(=O)c2nc(-c3ccccc3)n(-c3ccccc3)n2)c1	3	-22	/	/	14	-2	0	-14
C#CCOCCOCCOCCNc1nc(N2CCN(C(=O)[C@H]([C@@H](C)CC)n3cc(CCCCN)nn3)CC2)nc(N2CCN(C(=O)[C@H]([C@@H](C)CC)n3cc(CCCN=C(N)N)nn3)CC2)n1	-5	-3	33	0.9	2	-5	-3	2
COc1cc([C@@H]2CC=C(C(=O)O)[C@H](c3ccccc3)N2S(=O)(=O)c2ccc(C)cc2)cc(OC)c1OC	14	3	3	-3.5	-7	/	/	9
O=C(NCc1ccc2c(c1)OCO2)C(=O)NCC1OCCCN1S(=O)(=O)c1ccccc1 (stereo unspecified)	0	-4	/	-1.0	-9	-7	1	4
COc1ccc(N2CCN(C3CCCN(C(=O)CCN4CCCCO4)C3)CC2)cc1 (stereo unspecified)	11	-2	15	-0.7	1	-6	-1	-2
CN1c2ccsc2C(O)=C(C(=S)Nc2ccccc2)S1(=O)=O	-1	-8	/	/	-3	2	-15	8
COC(=O)c1sc(-c2ccccc2)cc1NC(C)=O	/	/	-1	0.0	-4	/	3	/
CCc1nc2ccc(C(=O)N(CC)CCN(C)C)cn2c1N(C)C(=O)C1CCCCC1	1	6	2	1.8	2	-1	-4	4
CS(=O)(=O)N1CCN(C(=O)c2ccccc2)C1	-1	-4	26	/	15	-8	4	7
COCOCCn1cc(CN2CCS(=O)(=O)N(Cc3ccc(-c4ccc(F)nc4)cc3)C(C)C2=O)nn1 (stereo unspecified)	-1	6	16	-2.8	-6	2	/	7
O=C(C[C@@H]1CC[C@@H]2[C@H](COC[C@@H](O)CN2Cc2ccc(Oc3ccccc3)cc2)O1)N1CCCCC1	5	-3	-11	1.6	8	-6[16.7 µM]	-6	23
COC(=O)NN1C(=O)C(c2ccccc2)=C(c2ccc(Cl)cc2)C1=O	/	/	-1	2.1	8	/	-3	/
CCn1c(SCc2ccccc2Cl)nc2nc3c(cc2c1=O)CCCC3	3	-6	1	/	-1	0	8	-14
O=C(c1cc2c(s1)CCCCC2)N1CCN(c2ncccn2)CC1	-3	2	/	/	/	-5	-3	25
CCOc1cc(/C=C2\SC(=S)N(N3CCOCC3)C2=O)ccc1O	/	/	10	2.5	-11	5	12	-7
CSc1ccccc1N=Cc1nc(-c2ccccc2)oc1O	-4	7	-5	/	/	1	-9	26
O=C(NCc1ccccc1)/C(=C/c1ccc(OC(F)F)cc1)c1ccccc1	-9	-3	-25	/	/	7	-7	/
O=C1CN(S(=O)(=O)c2cccc(F)c2)C[C@H]2[C@@H](c3ccc(C4=CCCC4)cc3)[C@H](CO)N12	/	/	-11	0.6	-2	/	4	/
Cc1ccc(S(=O)(=O)Nc2ccc3c(c2)C(=O)N([C@@H](C)CO)C[C@@H](C)[C@@H](CN(C)S(=O)(=O)c2c(C)noc2C)OCCCC[C@@H](C)O3)cc1	2	-2	0	0.8	9	-11[16.7 µM]	9	/
CCn1c(=O)[nH]c(=O)c2c(N)c(C(=O)c3cc(F)ccc3F)sc21	-4	2	55*	7.0	12	4	7	48
CCOC(=O)c1[nH]c2ccc(OC)cc2c1NC(=O)CCN1CCCC(C)C1 (stereo unspecified)	-2	-1	/	/	/	-2	10	145*
COC(=O)c1sc2cnccc2c1N	-2	-6	/	/	-7	-2	6	10
Cc1ccc(-c2cn3cccnc3n2)cc1	-3	1	/	-3.0	1	-5	-2	-7
COc1ccc(C(CNC(=O)Cc2cc(OC)c(OC)c(OC)c2)N2CCCC2)cc1 (stereo unspecified)	0	/	/	/	3	-3	3	2
COc1ccc2nc(C)cc(Nc3ccc(C(=O)O)cc3)c2c1	1	-4	28	/	/	-4	4	?
O=C1NC(c2cccs2)C(C(=O)c2ccccc2)C(O)(C(F)(F)F)N1 (stereo unspecified)	0	5	/	/	-6	-1	-15	-18
